Kir21 block – blocks the mouse Kir2.1 inward-rectifier potassium channel. P35561. HEK293-Kir2.1, FluxOR thallium flux fluorescence; hits give low values. B-score at 10 µM. hit rate 0.85% among 310,000. AID 1672;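 active = fluorescence ratio B-score at or below minus 3 SD of library scores, with starting-brightness B-score within 2 SD, cut at about -4.2 in these data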;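 note: channel flux triggered by added potassium and thallium sulfate stimulus; B-score of peak minus minimum fluorescence over baseline after thallium stimulus; more negative B-score means stronger Kir2.1 block with less thallium influx; some compounds called inactive have numbers as strong as hits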
KCNQ2 inh – KCNQ2 potassium channel inhibitors, primary screen, cell-based, CHO-K1, FluxOR thallium flux, B-score (AID 2156); O88943; B-score at 10 µM; 20 min; hits give low values; hit rate 1.1% among 310,000;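 active = fluorescence ratio B-score at most minus 3 library SDs, with starting brightness B-score within 2 library SDs, cut at about -5.5 in these data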
Target sequence (O88943 whole entry, looked up): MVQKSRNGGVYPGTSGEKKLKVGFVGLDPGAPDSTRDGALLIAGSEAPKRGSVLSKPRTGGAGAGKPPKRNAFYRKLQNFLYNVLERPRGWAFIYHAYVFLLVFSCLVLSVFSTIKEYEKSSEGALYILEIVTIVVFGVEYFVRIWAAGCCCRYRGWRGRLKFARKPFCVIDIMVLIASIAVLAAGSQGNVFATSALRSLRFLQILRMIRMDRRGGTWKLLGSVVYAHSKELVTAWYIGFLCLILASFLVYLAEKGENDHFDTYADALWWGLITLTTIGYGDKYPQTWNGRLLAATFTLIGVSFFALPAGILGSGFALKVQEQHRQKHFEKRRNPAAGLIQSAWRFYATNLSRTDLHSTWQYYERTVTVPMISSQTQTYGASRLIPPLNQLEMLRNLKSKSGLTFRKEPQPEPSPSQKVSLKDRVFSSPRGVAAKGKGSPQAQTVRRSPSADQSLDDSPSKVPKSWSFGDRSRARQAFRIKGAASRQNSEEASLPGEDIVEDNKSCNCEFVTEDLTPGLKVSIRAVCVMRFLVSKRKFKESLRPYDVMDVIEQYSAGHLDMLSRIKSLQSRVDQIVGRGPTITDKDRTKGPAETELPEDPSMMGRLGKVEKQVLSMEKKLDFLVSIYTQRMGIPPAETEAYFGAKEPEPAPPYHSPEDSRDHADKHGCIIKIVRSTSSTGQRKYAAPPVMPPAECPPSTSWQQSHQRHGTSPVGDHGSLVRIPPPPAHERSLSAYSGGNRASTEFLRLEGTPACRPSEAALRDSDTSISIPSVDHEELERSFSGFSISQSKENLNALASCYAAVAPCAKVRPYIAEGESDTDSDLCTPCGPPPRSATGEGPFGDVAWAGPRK
Starred values were filed as active, the others as inactive; i = inactive.

1. Cn1cc(CN2CCC(C(=O)Nc3cccc(-c4cccc(F)c4)c3)CC2)cn1
2. CCOC(=O)C1(CC2CC2)CCN(Cc2cn[nH]c2-c2cccc(F)c2)CC1
3. CCN1CCN(CC(=O)c2cc(Cl)ccc2Cl)CC1
4. COc1ccc(CC(=O)NCC2CCCN(Cc3ccccc3Cl)C2)cc1 (stereo unspecified)
5. Cn1c(CNC(=O)CNC(=O)Cc2ccc(Cl)cc2)cc(=O)n(C)c1=O
6. CCN(CC(=O)Nc1ccc2c(c1)OCCO2)Cc1cc(=O)oc2c(C)c(C)ccc12
7. CC1(C)c2ccccc2N(CC(N)=O)C12C=Cc1ccccc1O2 (stereo unspecified)
8. Cc1cc(C)n2nc(C(=O)Nc3ccc(S(=O)(=O)N4CCCCC4)cc3)nc2n1

Compound	1	2	3	4	5	6	7	8
KCNQ2 inh	i	i	i	i	i	i	i	i
Kir21 block	-1.55	-0.2	-0.14	-1.18	0.5	-1.84	-0.99	1.3

9. CCS(=O)(=O)NCc1cn2c(C)csc2n1
10. O=C(/C=C/Sc1ncn[nH]1)c1ccc(Cl)cc1
11. CCC(C(=O)OCC(=O)Nc1cccc(S(=O)(=O)NC2=NCCCCC2)c1)c1ccccc1 (stereo unspecified)
12. CCOC(=O)C1=C(COC(=O)CNC(=O)c2ccccc2F)NC(=O)NC1C (stereo unspecified)
13. CC(C)COP(=O)(c1ccc(N(C)C)cc1)C(O)c1ccc(Br)cc1 (stereo unspecified)
14. CCc1nn(CC(=O)N2CCCCCC2)c(=O)c2cc3ccccc3n12
15. COC(=O)CSc1nnc(-c2ccc(S(=O)(=O)N3CCC(C)CC3)cc2)o1
16. CCOc1cc(C2/C(=C(/O)c3ccc(OC)cc3)C(=O)C(=O)N2CC2CCCO2)ccc1O (stereo unspecified)

Compound	9	10	11	12	13	14	15	16
KCNQ2 inh	i	i	i	i	i	i	i	i
Kir21 block	-2.53	-2.51	-0.63	0.79	2.66	-0.78	0.89	1.63

Profiles as entered above:
Cn1cc(CN2CCC(C(=O)Nc3cccc(-c4cccc(F)c4)c3)CC2)cn1 is listed as KCNQ2 inh: i; Kir21 block: -1.55
CCOC(=O)C1=C(COC(=O)CNC(=O)c2ccccc2F)NC(=O)NC1C (stereo unspecified) is listed as KCNQ2 inh: i; Kir21 block: 0.79
CC1(C)c2ccccc2N(CC(N)=O)C12C=Cc1ccccc1O2 (stereo unspecified) is listed as KCNQ2 inh: i; Kir21 block: -0.99

Remaining list, next part.
17. COc1cc(C(=O)NCCC(=O)NCc2c(F)cc(F)cc2F)cc(OC)c1OC
18. COc1ccc(/C=C/c2nnc(NC(=O)CSc3ccc(C)cc3)s2)cc1
19. COc1ccc2c(c1)nc(SCC(=O)C(C)(C)C)n2C
20. COc1cccc(/C=C2\SC(=S)N(C(C(=O)O)c3ccccc3)C2=O)c1OC (stereo unspecified)
21. O=C(Oc1c(-c2ccccc2)c(=O)n2c3c(cccc13)CC2)c1ccc(Cl)cc1
22. Cn1c(=O)c2ccccc2n(CC(=O)NC2CCCCC2)c1=O
23. NNS(=O)(=O)c1ccc(Cc2ncc(C(F)(F)F)cc2Cl)s1
24. S=c1[nH]ncn1/N=C/c1cccc(Oc2ccccc2)c1

Compound	17	18	19	20	21	22	23	24
KCNQ2 inh	i	i	i	i	i	i	i	i
Kir21 block	-1.24	-0.01	2.66	0.27	1.88	-0.57	-0.17	0

25. Cc1ccc(CN2CCN(/N=C/c3ccc(C(F)(F)F)cc3)CC2)c(C)c1
26. COc1ccc(-c2csc(N(CCCN(C)C)C(=O)c3ccc(Br)cc3)n2)cc1
27. CCOC(=O)C1=C(c2ccccc2)N=C2SCC(=O)N2C1c1cccc(OC)c1 (stereo unspecified)
28. Cc1cc(C)c2c(C)c(C(=O)NCc3ccncc3)oc2c1
29. O=S(=O)(Nc1ccc(S(=O)(=O)N2CCCC2)cc1)c1ccc(F)cc1
30. Cc1ccc(CC(CC(=O)NCCc2ccc3c(c2)OCO3)C(=O)O)cc1 (stereo unspecified)
31. CC(C)OCCCN(CC(O)c1ccccc1)CC(O)c1ccccc1 (stereo unspecified)
32. Cc1ccc(C(=O)N2CCN(S(=O)(=O)c3cc(Br)ccc3Br)CC2)o1

Compound	25	26	27	28	29	30	31	32
KCNQ2 inh	i	i	i	i	i	i	i	i
Kir21 block	-1.06	0.47	-1.61	-0.79	0.5	0.02	-1.05	-0.07

33. CCCCOC(=O)CCc1n[nH]c(=O)[nH]c1=O
34. O=S1(=O)CCN(OCc2ccc(F)cc2Cl)CC1
35. CCCCOc1ccc(C(=O)Nc2ccncc2)cc1
36. COc1ccccc1C(=O)Nc1ccc(Br)c2cccnc12
37. O=C(c1ccc(Cl)s1)N1CCCC(N2CCN(c3ccc(F)cc3)CC2)C1 (stereo unspecified)
38. Fc1ccc2[nH]c3c(N4CCN(C5CCCCC5)CC4)ncnc3c2c1
39. CC(=O)NC(Cc1ccccc1)C(=O)OCC(=O)c1ccccc1 (stereo unspecified)
40. O=C(CNC(=O)c1sc2ccccc2c1Cl)NC1CC1

Compound	33	34	35	36	37	38	39	40
KCNQ2 inh	i	i	i	i	i	i	i	i
Kir21 block	0.62	1.2	1.69	2.37	-0.06	0.8	-1.36	-0.05

Down the list, from the results shown:
Nos. 34–40 in Kir21 block read 1.2, 1.69, 2.37, -0.06, 0.8, -1.36, -0.05
Nos. 34–40 in KCNQ2 inh read i, i, i, i, i, i, i

More entries follow.
41. CCOc1ccc(CC(=O)NCc2ccc3c(c2)cc(C)n3C)cc1
42. COc1ccccc1NC(=O)COC(=O)C1C2CC3OC(=O)C1C3C2 (stereo unspecified)
43. COc1ccc(/C=N/NC(=O)c2ccc(N(C)S(=O)(=O)c3ccccc3)cc2)cc1
44. CCN1CCN(C(=O)Nc2ccc(Cc3ccc(NC(=O)N4CCN(CC)CC4)cc3)cc2)CC1
45. COCCN1C(=O)CC(NNC(=O)c2ccc(S(=O)(=O)N3CCCC3)cc2)C1=O (stereo unspecified)
46. COc1ccc(C(=O)N/C(=C\c2cn(C)c3ccccc23)C(=O)N2CCOCC2)cc1
47. Cc1ccccc1-c1ccc(/C=C2/SC(N3CCOCC3)=NC2=O)o1
48. O=C(Nc1nc2ccc([N+](=O)[O-])cc2s1)c1ccco1

Compound	41	42	43	44	45	46	47	48
KCNQ2 inh	i	i	i	i	i	i	i	i
Kir21 block	-0.28	0.77	-2.13	0.24	0.02	1.5	-0.07	-1.03

Sorted by length of the SMILES (ascending): 3 of the compounds above.
45. COCCN1C(=O)CC(NNC(=O)c2ccc(S(=O)(=O)N3CCCC3)cc2)C1=O (stereo unspecified)
43. COc1ccc(/C=N/NC(=O)c2ccc(N(C)S(=O)(=O)c3ccccc3)cc2)cc1
44. CCN1CCN(C(=O)Nc2ccc(Cc3ccc(NC(=O)N4CCN(CC)CC4)cc3)cc2)CC1

Compound	45	43	44
KCNQ2 inh	i	i	i
Kir21 block	0.02	-2.13	0.24

Carrying on.
49. C=C1CCN([C@@H](Cc2ccccc2)C(=O)Nc2ccc(OC)cc2)S(=O)(=O)c2ccccc21
50. CC(C)CCC(O)(CCC(C)C)C(=O)NNc1ccccc1
51. COc1ccccc1/C=C/C=N/n1c(-c2ccc(Cl)cc2)n[nH]c1=S
52. Cc1cc2cc(CCNC(=O)c3cccc([N+](=O)[O-])c3)c(=O)[nH]c2cc1C
53. CCn1c(N2CCN(C(=S)Nc3ccc(OC)cc3)CC2)nc2ccccc21
54. COCC(C)N1CCC(n2nccc2NC(=O)c2ccccc2Cl)CC1 (stereo unspecified)
55. CC(C)Oc1ccc(/C(O)=C2/C(=O)C(=O)N(CCN3CCOCC3)C2c2ccccc2)cc1 (stereo unspecified)
56. CC(=O)Nc1cccc(-n2nnc(SCC(=O)Nc3ccccc3)n2)c1

Compound	49	50	51	52	53	54	55	56
KCNQ2 inh	i	i	i	i	i	i	i	i
Kir21 block	1.62	-0.34	0.04	0.31	-0.04	-1.77	2.93	1.64

Quoted from the listing:
compound 41 – Kir21 block: -0.28
compound 10 – Kir21 block: -2.51
compound 44 – Kir21 block: 0.24

Carrying on.
57. Cc1ccc(-c2ccc([C@H]3[C@H]4C=CC[C@@H](C)[C@@H]4C(=O)N3Cc3ccccc3)c(F)c2)cc1
58. O=C(N=C1SC2CS(=O)(=O)CC2N1c1ccc(Cl)cc1Cl)C1CCCO1 (stereo unspecified)
59. CCCn1c2ccc(C)cc2c2nnc(SCCN3CCOCC3)nc21
60. CCCc1c(C)c2cc(C)ccc2[nH]c1=O
61. Cc1ccc(S(=O)(=O)N2CCC(C(=O)NCCCN3CCCC3=O)CC2)cc1C
62. O=C(COC(=O)C1CCN(S(=O)(=O)c2ccccc2C(F)(F)F)CC1)NCc1ccc(F)cc1

Compound	57	58	59	60	61	62
KCNQ2 inh	i	i	i	i	i	i
Kir21 block	0.18	0.65	-2.28	-0.15	0.75	-0.16
